Source: PubChem
Luc counter – blocks Kinase-Glo luciferase, a counter-screen artifact; Q27757; Kinase-Glo luciferase, ATP luminescence, 8 min; Potency, µM (doses to about 38.3 µM), without a hit: top-dose activity change, negative = inhibition, usual class: inhibitors; 200,000 compounds, 0.28% hits; AID 1379; note: potency is the fitted concentration of half-maximal effect; % is set by controls: 0 for no effect and ±100 for the full control effect; nearly all actives have a fitted effect of over 60% in size
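Compound is pinned into ATP-containing buffer (10 uM ATP, imidazole pH 7.2, 7 mM MgCl2). Kinase-Glo luciferase reagent is then added. Light output is recorded following an 8-min room-temperature incubation.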
L3MBTL1 block – inhibitors of human L3MBTL1; AlphaScreen L3MBTL1–H3K9me1 peptide binding; Potency, µM (series often up to 57.1 µM), for inactives: at the top dose activity, negative = inhibition, actives largely listed as inhibitors; 230,000 compounds, 0.66% hits; AID 485360; note: potency is the fitted concentration of half-maximal effect; % is set by controls: 0 for no effect and ±100 for the full control effect; nearly all actives have a fitted effect of over 60% in size
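L3MBTL1 50 nM + b-AHA-H3(1-15)K9me1 75 nM, 30 min RT; compound added, 30 min RT; streptavidin donor/Ni-chelate acceptor beads 10 ug/mL each final, 30 min RT dark; AlphaScreen read.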
NPSR antagonist – neuropeptide S receptor (human) antagonism, cAMP. Q6W5P4. CHO-NPSR cells, cAMP TR-FRET, antagonist mode. Potency, µM (doses to about 38.3 µM), without a hit: at the highest dose activity change, negative = inhibition, actives largely listed as inhibitors. 220,000 compounds, 1% hits; note: potency is the fitted concentration of half-maximal effect; % is set by controls: 0 for no effect and ±100 for the full control effect; nearly all actives have a fitted effect of over 50% in size; many of its hits are not listed in these tables
Target sequence (Q6W5P4 whole entry, looked up): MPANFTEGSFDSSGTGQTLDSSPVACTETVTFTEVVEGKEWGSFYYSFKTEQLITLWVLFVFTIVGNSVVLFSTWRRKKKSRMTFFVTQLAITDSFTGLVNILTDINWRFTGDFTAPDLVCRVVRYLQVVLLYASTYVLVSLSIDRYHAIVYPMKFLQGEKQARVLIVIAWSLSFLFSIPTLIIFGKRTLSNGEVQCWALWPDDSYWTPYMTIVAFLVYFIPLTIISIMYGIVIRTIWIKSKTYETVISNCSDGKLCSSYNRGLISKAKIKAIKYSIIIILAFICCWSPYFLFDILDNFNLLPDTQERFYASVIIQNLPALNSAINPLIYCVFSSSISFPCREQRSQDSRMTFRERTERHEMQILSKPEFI
Epigenetic derep – epigenetic control regulation, reporter derepression; AID 1865; murine LDR cells, GFP reporter derepression, 30 h; Potency, µM (series often up to 53.9 µM), inactives show at the top dose GFP activation, usual class: activators; 280,000 compounds, 0.2% hits; note: potency is the fitted concentration of half-maximal effect; % of control where 0% means no effect; nearly all actives have a fitted effect of over 60% in size
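Derepression of a silenced CMV-GFP reporter in murine LDR cells is scored by enumerating GFP-positive cells with a laser-scanning microplate cytometer after 30 hours of treatment at 37 C.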
CBFb RUNX1 block – inhibitors of human CBF-beta and RUNX1 interaction; AlphaScreen CBFb-His/RUNX1-biotin binding, biochemical; Potency, µM (top dose mostly 59.8 µM), for the others: top-dose activity, negative = inhibition, hits mostly inhibitors; 230,000 tested, under 10 active; AID 1477; note: % of control where 0% means no effect
Target sequence (Q01196 whole entry, looked up): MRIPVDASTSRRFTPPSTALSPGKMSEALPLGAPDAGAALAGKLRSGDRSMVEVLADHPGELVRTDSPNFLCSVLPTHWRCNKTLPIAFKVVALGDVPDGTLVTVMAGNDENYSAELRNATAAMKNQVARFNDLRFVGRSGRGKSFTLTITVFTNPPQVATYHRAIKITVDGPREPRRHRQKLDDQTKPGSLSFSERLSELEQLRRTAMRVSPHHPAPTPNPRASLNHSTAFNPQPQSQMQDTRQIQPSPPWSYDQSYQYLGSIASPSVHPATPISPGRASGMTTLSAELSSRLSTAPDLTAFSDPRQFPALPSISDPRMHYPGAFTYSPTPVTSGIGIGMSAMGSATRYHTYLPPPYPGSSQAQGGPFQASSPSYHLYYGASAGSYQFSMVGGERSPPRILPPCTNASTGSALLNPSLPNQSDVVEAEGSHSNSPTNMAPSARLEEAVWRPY
Target sequence (Q13951 whole entry, looked up): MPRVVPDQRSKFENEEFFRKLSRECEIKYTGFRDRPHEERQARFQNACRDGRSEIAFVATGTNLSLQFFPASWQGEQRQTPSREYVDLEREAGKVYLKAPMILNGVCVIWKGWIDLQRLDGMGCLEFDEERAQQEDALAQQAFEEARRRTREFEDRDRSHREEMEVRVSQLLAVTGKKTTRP
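AlphaScreen proximity signal reports loss of binding between His-tagged CBF-beta and biotin-labelled RUNX1, each at 30 nM. Proteins are pre-associated for 20 minutes, compounds added for 15 minutes, then beads for 90 minutes, all at ambient temperature.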
HTT aggregate – reduces HttQ103-GFP aggregates in PC12 cells; PC12 HttQ103-GFP aggregates, Acumen cytometry, 40 h; Potency, µM (titrated, usually from 46.1 µM), for inactives: at the highest dose activity change, negative = inhibition, usual class: inhibitors; 220,000 compounds, 1.1% hits; AID 1688; note: potency is the fitted concentration of half-maximal effect; % is set by controls: 0 for no effect and ±100 for the full control effect; nearly all actives have a fitted effect of over 60% in size
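Huntingtin Q103 exon 1–GFP aggregates in induced PC12 cells (100 nM tebufenozide) were quantified by cytometry from lysates, with compounds dosed in titration.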
IMPase Li inh – cell-permeable IMPase inhibitors with lithium potentiation | CHO-M1 cells, IP1 TR-FRET (IP-One), carbachol + lithium | Potency, µM (highest dose often 59.4 µM), without a hit: top-dose activity, negative = IMPase inhibition, actives largely listed as inhibitors | 210,000 compounds, 0.35% hits;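 note: IP1 builds up when IMPase is blocked and the TR-FRET signal falls; potency is the fitted concentration of half-maximal effect; plate controls were basal vehicle for no effect and high inhibitor control for full effect; nearly all actives have a fitted effect of over 50% in size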
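Lithium-sensitised IP1 accumulation assay; M1-expressing CHO cells treated 30 min at 37C with compound. Competitive antibody detection by time-resolved FRET followed a 10 min room-temperature lysis step.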
* = called active by the depositor; ? = inconclusive; . = no result given; & = joins results of further samples; [ ] = remark or other dose. Calls come from the whole dose curve; as a rule, active = well fitted curve in the direction sought with a large enough effect; inconclusive = small, poorly fitted or top-dose-only effect, or another doubt; inactive = no such curve, though single readings can be large; an effect the other way counts as inactive or inconclusive. These rows are one share of the data; count on the stated rates, not on these rows.

no.	canonical_smiles	Luc counter	L3MBTL1 block	NPSR antagonist	Epigenetic derep	CBFb RUNX1 block	HTT aggregate	IMPase Li inh
1	CCOC(=O)Cc1nnc(NC(=O)COc2ccc(C)cc2)s1	1%	-5%	0%[46.1 µM]	0.0%	4%	-2%	8%[38.3 µM]
2	CC(C)NC(=O)NC(=O)COC(=O)c1ccc(OC(F)(F)F)cc1	-1%	-6%	13%	0.0%	2%	3%	4%
3	C/C=C/c1ccc(OCCCCN2CCC(C)CC2)c(OC)c1	7%	.	-15%	1.1%	6%	-5%	-4%
4	CC(OC(=O)c1cccs1)C(=O)NCc1ccc2c(c1)OCO2 (configuration not stated)	2%	13%	-5%[46.1 µM]	-2.1%	6%	6%	6%[38.3 µM]
5	CCN(CC)C(=O)COc1ccc(-c2ccccc2)cc1	-5%	2%	-6%[46.1 µM]	-0.9%	-4%	12%	-5%[38.3 µM]
6	C=CCC(NCc1ccccc1)c1ccc(Cl)cc1 (configuration not stated)	-2%	41%[activator]	-17%	-2.0%	12%	-11%	10%
7	Cc1ccc2cc3c(nc2c1)OCC3	.	.	-1%	-4.0%	9%	-25%[9.22 µM]	.
8	COc1cc(/C=N/Nc2nc3c(c(=O)n(C)c(=O)n3C)n2Cc2ccccc2)ccc1OC(=O)c1ccco1	-3%	-5%	6%	-1.0%	-11%	-24%	7%
9	COC(=O)c1ccc(C(=O)OC)c(NC(=O)COC(=O)C2CCC(C(C)(C)C)CC2)c1 (configuration not stated)	1%	.	-10%[46.1 µM]	1.0%	4%	2%[9.22 µM]	38%[activator][38.3 µM]
10	O=C(CSc1nc2ccccc2[nH]1)N=Nc1c(O)[nH]c2ccccc12	0%	-11%	-19%	-1.0%	11%	1%	26%
11	Cc1cnc(NC(=O)CCNC(=O)c2ccccc2Cl)s1	-2%	.	13%	-2.8%	2%	5%	-4%
12	CCCC(=O)c1c(NC)cc(C)oc1=O	0%	-9%	-23%[46.1 µM]	-2.2%	4%	-8%	-2%[38.3 µM]
13	COc1ccnc(-n2cccc2/C=N/O)c1C#N	2%	-1%	-12%	1.5%	5%	-10%	5%
14	CCc1ccc(N2CC(C(=O)Nc3nnc(CC)s3)CC2=O)cc1 (configuration not stated)	0%	.	?	-6.2%	-1%	-12%[9.22 µM]	-6%[38.3 µM]
15	COc1cc(C)c(S(=O)(=O)NC2CC(C)(C)NC(C)(C)C2)cc1C	2%	.	-3%[46.1 µM]	-3.0%	-1%	16%[9.22 µM]	-10%[38.3 µM]
16	Cn1c(SCC(=O)Nc2cc(Cl)cc(Cl)c2)nnc1-c1ccc2nonc2c1	.	.	-42%	1.0%	0%	15%[9.22 µM]	.
17	Cc1cccc(NC(=O)CSc2nc(C)c(Cc3ccccc3)c(=O)[nH]2)c1	3%	.	-21%	-4.4%&-0.9%	-3%	-15%	1%
18	Cc1ccc(OC(=O)CCC(=O)OCCCC(F)(F)C(F)(F)F)cc1	-1%	26%	2%[46.1 µM]	0.0%	15%	5%	19%[38.3 µM]
19	CCC(c1nnc(SCc2nc3ccccc3s2)n1Cc1ccccc1)N(C)C (configuration not stated)	-5%	-11%	-18%[46.1 µM]	0.0%	-7%	10%	15%[38.3 µM]
20	N#Cc1cc2cc3c(cc2nc1N1CCCCC1)OCCO3	-1%	20%	?	4.3%	?	-1%	3%[38.3 µM]
21	Fc1ccccc1NC(=S)N1CCN(c2ccccn2)CC1	3%	2%	7%	-0.9%	8%	-7%	-1%
22	Cn1c(SCC(=O)Nc2cccc(S(=O)(=O)NC3=NCCCCC3)c2)nnc1-c1ccccc1	4%	7%	10%	1.1%	7%	24%	4%
23	O=C(Nc1ccccc1)Nc1cccc(Cl)c1Cl	-5%	8%	-17%	0.1%	12%	-22%	5%
24	CCOC(=O)C1=C(C)N(C)C(=O)NC1c1cccc(O)c1 (configuration not stated)	-1%	-3%	-2%[46.1 µM]	0.0%	12%	5%	5%[38.3 µM]
25	O=C(c1ccncc1)N1CCN(c2cccc(C(F)(F)F)c2)CC1	16%	.	-9%[46.1 µM]	-1.8%	7%	-32%	18%[38.3 µM]
26	CC(C)Sc1nc2c(cnn2-c2ccc(F)cc2)c(=O)[nH]1	5%	8%	7%[46.1 µM]	0.0%	13%	?	22%[38.3 µM]
27	C[n+]1ccc(C(=O)N/N=C/c2ccco2)cc1	-3%	-3%	14%	0.0%	-28%	-3%	-2%
28	CCCCn1nnc(NC(=O)c2ccc(-c3ccccc3[N+](=O)[O-])o2)n1	2%	-3%[11.4 µM]	-9%	0.1%	-5%	7%	-4%
29	O=C(COc1cc(Cl)c(Cl)cc1Cl)NCCN1CCOCC1	4%	3%	-15%[46.1 µM]	2.5%	11%	12%	7%[38.3 µM]
30	O=C(CCNS(=O)(=O)c1ccc2c(c1)CCC(=O)N2)NCc1ccc2c(c1)OCO2	5%	10%	1%[46.1 µM]	-0.8%	1%	-16%	4%[38.3 µM]
31	O=c1c2ccccc2nc2n1CCCN2	-3%	0%	7%	-1.0%	5%	-5%[9.22 µM]	0%
32	C=CCn1c(CCNC(=O)C(C)(C)C)nc2ccccc21	-2%	-5%	-5%[46.1 µM]	0.9%	-6%	-2%	22%[38.3 µM]
33	COc1ccc(C(=O)/C=C/C(=O)N(Cc2ccc(F)cc2)C(C(=O)NC2CCCCC2)c2ccncc2)c(O)c1 (configuration not stated)	2%	-11%	-29%	1.1%	-17%	28%	8%
34	O=C1CSC(c2ccccn2)N1c1ccc(F)cc1F (configuration not stated)	3%	.	-21%	-2.8%	1%	-2%	0%
35	CCOC(=O)c1sc(Nc2ccccc2)nc1C	-3%	.	-2%[46.1 µM]	-3.8%	-1%	-16%	34%[38.3 µM]
36	CNc1ccc(/C=C/C(=O)c2ccc(C)cc2)cc1[N+](=O)[O-]	2%	-25%	-23%[46.1 µM]	2.3%	-9%	-12%	21%
37	COC(=O)c1[nH]nc2c1C(=O)N(Cc1ccccc1)C2=O	1%	1%	-3%[46.1 µM]	-1.0%	2%	1%	-9%[38.3 µM]
38	COc1cc(C(CCN2CCOCC2)c2c(OC)cc(OC)c3c(C)cc(=O)oc23)cc(OC)c1OC (configuration not stated)	.	.	-38%	1.5%	14%&2%	-1%[9.22 µM]	.
39	C=CCN1C(=O)C(Cc2ccccc2)SC1=Nc1ccc(C(=O)O)cc1 (configuration not stated)	3%	-8%	-11%[46.1 µM]	0.0%	6%	-6%	21%
40	Cc1cccc[n+]1C1C(c2ccccc2)C(C#N)=C(C(=C=[N-])C#N)NC1(O)C1CC1 (configuration not stated)	-1%	-2%	16%[46.1 µM]	0.0%	-3%	-2%	?
41	COc1ccc(Br)cc1-c1noc(-c2ccccc2F)n1	0%	8%	-7%[46.1 µM]	9.7%	6%	4µM*	6%[38.3 µM]
42	CCCC(=O)N1CCN(S(=O)(=O)c2cc(Cl)ccc2OC)CC1	-2%	-2%	-5%[46.1 µM]	1.1%	0%	0%	-6%[38.3 µM]
43	Cc1cc(C(=O)Nc2ncn(Cc3ccc(F)cc3)n2)ccc1[N+](=O)[O-]	.	.	11%	-1.1%	6%	-4%[9.22 µM]	.
44	CCSS(=O)(=O)c1cccc2cccnc12	.	-8%	?	-3.7%	-7%	-18%[9.22 µM]	.
45	O=C(Cn1c(=O)[nH]c2ccccc2c1=O)N1CCN(c2cccc(Cl)c2)CC1	-1%	-2%	-11%	14%	2%	4%	-3%
46	CCOC(=O)c1cnc(SCc2cccc(C)c2)nc1N	-1%	20%	-19%[46.1 µM]	0.0%	21%	-18%	10%
47	Cc1c(C(=O)OC(C)C)sc(NC(=O)c2cccnc2)c1C#N	-2%	-3%	-6%[46.1 µM]	2.3%	-6%	11µM*	7%[38.3 µM]
48	CCCC(=O)NC(=S)Nc1ccc(NC(=O)C(C)C)c(OC)c1	.	5%	-8%[46.1 µM]	3.4%	-1%	3%	.
49	O=C1COc2ccc(S(=O)(=O)N3CCc4ccccc43)cc2N1	.	.	-1%	0.3%	7%	4%[9.22 µM]	.
50	CC(C)(C)c1csc(NNC(=O)c2ccc(Cl)cc2)n1	.	.	-5%	-4.0%	-5%	-10%[9.22 µM]	.
51	Fc1ccc(NCc2nnc(SCc3ccccc3)o2)cc1	1%	-11%	18%	-4.9%	6%	-10%[9.22 µM]	4%
52	Cc1nn(C(C)(C)C)c(NC(=O)c2ccc(Cl)cc2Cl)c1Br	.	-1%	-5%	0.0%	14%	-19%[9.22 µM]	.
53	FC(F)(F)c1cc(-c2ccco2)nc(NCc2ccco2)n1	0%	0%	8%[46.1 µM]	-2.0%	4%	-4%	2%
54	O=C(CSCCO)Nc1cccc(C(F)(F)F)c1	0%	6%	-3%[46.1 µM]	-1.1%	12%	-17%	23%[38.3 µM]
55	c1ncn(C23CC4CC(CC(C4)C2)C3)n1	5%	7%	8%	0.0%	11%	18%	2%
56	Cc1cnc(C(=O)Nc2ccc(C)c(S(=O)(=O)N(C)C)c2)cn1	-3%	26%	-1%[46.1 µM]	1.3%	-5%	-5%	-1%
57	O=C(Cn1cc(C(F)(F)F)ccc1=O)Nc1cc(S(=O)(=O)N2CCOCC2)ccc1Cl	-2%	4%	3%	-3.0%	9%	-14%	1%
58	Cc1ccc2cc(C(c3nnnn3Cc3ccccc3)N3CCc4ccccc43)c(=O)[nH]c2c1C (configuration not stated)	0%	.	6%[46.1 µM]	?	0%	23%	30%[38.3 µM]
59	CCN(CC)c1nc(-c2ccc(Cl)cc2)cc(C(F)(F)F)c1C#N	.	10%	0%[46.1 µM]	-1.0%	1%	-13%	.
60	Cc1cc[n+](C2=C([O-])c3ccccc3C(=O)/C2=N\S(=O)(=O)c2cccs2)cc1C	1%	-17%	-1%	0.0%	-1%	10µM*	4%
61	Cc1ccc(CNC(=O)c2cncc(Br)c2)cc1	-3%	-4%[11.4 µM]	15%	-0.1%	13%	-3%	3%
62	O=C(CSc1nc(-c2ccco2)cc(C(F)(F)F)n1)Nc1ccc2c(c1)OCO2	2%	-4%	-8%[46.1 µM]	-1.0%	-1%	-27%	9%

Three compounds from above, ordered by formula weight, low to high:
no.	canonical_smiles	Luc counter	L3MBTL1 block	NPSR antagonist	Epigenetic derep	CBFb RUNX1 block	HTT aggregate	IMPase Li inh
32	C=CCn1c(CCNC(=O)C(C)(C)C)nc2ccccc21	-2%	-5%	-5%[46.1 µM]	0.9%	-6%	-2%	22%[38.3 µM]
36	CNc1ccc(/C=C/C(=O)c2ccc(C)cc2)cc1[N+](=O)[O-]	2%	-25%	-23%[46.1 µM]	2.3%	-9%	-12%	21%
49	O=C1COc2ccc(S(=O)(=O)N3CCc4ccccc43)cc2N1	.	.	-1%	0.3%	7%	4%[9.22 µM]	.
